RGS4-Gao reg: modulates binding of RGS4 to human Galphao. P09471. Multiplexed bead flow cytometry; actives lie on both sides. binding response (% of control), % at 10 µM. 220,000 compounds, 0.33% hits. AID 1415; in the data active = binding response below about 49% or above about 150%; inactive = in between;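 note: fluorescent Galphao activated with aluminum fluoride binding bead-coupled RGS4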
Target sequence (P09471 whole entry, looked up): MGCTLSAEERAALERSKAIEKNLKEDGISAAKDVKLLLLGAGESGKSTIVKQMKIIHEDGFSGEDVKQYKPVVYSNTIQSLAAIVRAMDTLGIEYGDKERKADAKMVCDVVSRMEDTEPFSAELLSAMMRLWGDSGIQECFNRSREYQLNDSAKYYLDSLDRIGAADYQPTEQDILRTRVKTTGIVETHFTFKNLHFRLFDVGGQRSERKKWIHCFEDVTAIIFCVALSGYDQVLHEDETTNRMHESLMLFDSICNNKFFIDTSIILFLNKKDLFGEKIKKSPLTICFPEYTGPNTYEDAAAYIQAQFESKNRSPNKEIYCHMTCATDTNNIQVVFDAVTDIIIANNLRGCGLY
RGS8-Gao reg: regulators of human RGS8-Galphao interaction; P09471; multiplexed bead flow cytometry, RGS8-Galphao binding; actives lie on both sides; response (percent of control binding), % at 10 µM; 220,000 compounds, 0.34% hits; in the data active = response below about 60% or above about 140%; inactive = in between;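 note: Galphao activated as the GDP aluminium fluoride complex binding bead-coupled RGS8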
Mcl-1 Bim block: inhibitors of Bim-Mcl-1 interaction, human; Q07820; Bead-based flow cytometry, Bim peptide-Mcl-1 binding; inhibition, % at 10 µM; 190,000 compounds, 0.1% hits; AID 1009;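 note: 0% = no compound tracer wells and 100% = peptide blocker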
Bcl-W Bim block: inhibitors of Bim-Bcl-W interaction, human. bead-based flow cytometry, Bim peptide-Bcl-W binding. inhibition, % at 10 µM. 190,000 compounds, 0.02% hits;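 note: 0% = bound tracer without compound and 100% = peptide blocker; higher means less fluorescent Bim peptide bound to Bcl-W beads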
Bim-Bcl-XL: disrupts Bim peptide binding to human Bcl-XL; Q07817; bead flow cytometry, fluorescence; inhibition, % at 10 µM; 190,000 compounds, 0.04% hits
Target sequence (Q07817 whole entry, looked up): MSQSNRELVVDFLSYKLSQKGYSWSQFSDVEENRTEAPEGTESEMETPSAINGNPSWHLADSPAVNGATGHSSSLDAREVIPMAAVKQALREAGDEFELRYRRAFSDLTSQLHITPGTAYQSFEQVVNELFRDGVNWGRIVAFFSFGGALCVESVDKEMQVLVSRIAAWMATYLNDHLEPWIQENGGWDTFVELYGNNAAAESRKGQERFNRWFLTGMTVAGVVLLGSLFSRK
Bcl-B Bim block: inhibitors of Bim-Bcl-B interaction, human | bead-based flow cytometry, Bim peptide-Bcl-B binding | AID 951 | Q9HD36 | inhibition, % at 10 µM | 190,000 compounds, 0.073% hits;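 note: 0% = tracer peptide without compound and 100% = reference inhibitor peptide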
Target sequence (Q9HD36 whole entry, looked up): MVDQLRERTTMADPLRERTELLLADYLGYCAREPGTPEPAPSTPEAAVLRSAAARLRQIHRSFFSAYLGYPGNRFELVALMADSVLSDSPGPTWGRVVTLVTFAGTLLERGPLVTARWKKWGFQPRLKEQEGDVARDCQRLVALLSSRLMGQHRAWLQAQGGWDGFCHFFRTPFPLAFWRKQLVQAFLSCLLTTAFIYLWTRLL
Bcl-2 Bim block: disrupts Bim peptide binding to human Bcl-2; P10415; Bead-based flow cytometry, Bim peptide-Bcl-2 binding; inhibition, % at 10 µM; 190,000 compounds, 0.06% hits; in the data active = inhibition above about 40%; inconclusive = no clear call, values can overlap the other calls;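 note: 0% = no compound wells with probe peptide and 100% = reference peptide inhibitor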
Target sequence (P10415 whole entry, looked up): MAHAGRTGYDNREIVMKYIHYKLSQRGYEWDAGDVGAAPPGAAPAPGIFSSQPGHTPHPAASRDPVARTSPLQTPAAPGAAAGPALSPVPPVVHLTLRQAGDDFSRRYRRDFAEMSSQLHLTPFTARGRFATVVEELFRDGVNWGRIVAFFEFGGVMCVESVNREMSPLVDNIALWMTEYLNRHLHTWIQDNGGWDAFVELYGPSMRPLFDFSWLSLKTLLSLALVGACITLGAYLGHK
RGS7-Gao: regulators of human RGS7-Galphao interaction. P09471. Multiplexed bead flow cytometry, RGS7-Galphao binding; actives lie on both sides. binding response (% of control), % at 10 µM. 220,000 compounds, 0.35% hits; in the data active = binding response below about 49% or above about 150%; inconclusive = no clear call, values can overlap the other calls; inactive = in between;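 note: fluorescent Galphao held in activated GDP-AlF4 state binding bead-coupled RGS7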
Bim-Bfl-1: inhibitors of Bim-Bfl-1 interaction, human; Q16548; Bead-based flow cytometry, Bim-Bfl-1 binding inhibition; inhibition, % at 10 µM; 190,000 compounds, 0.12% hits;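 note: 0% = wells without compound plus tracer and 100% = blocker peptide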
Mcl1-Bid inh: Mcl-1/Bid interaction inhibition. Q07820. TR-FRET Mcl-1/Bid-Dy647 peptide binding, 1536-well. inhibition, % at 21.7 µM. 220,000 compounds, 0.97% hits. AID 1021;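 active = compounds that cut the binding signal by more than half at the single screening dose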;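 note: His-tagged Mcl-1 with europium anti-His antibody binding Bid BH3 peptide; 0% = Mcl-1 plus peptide wells and 100% = peptide-only wells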
GSH fluor: compound fluoresces at 488/530 nm on GSH beads; 190,000 compounds, 0.25% hits; fluorescence (KMESF) at 10 µM; AID 1776; GSH beads flow cytometry, compound fluorescence 488/530 nm; stronger effect = higher value; in the data active = fluorescence above about 89;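 note: glutathione beads carrying GST-tagged Bcl family fusion proteins plus one bare bead set; values are compound well signal with DMSO vehicle wells as background; inactives centre near 16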
The depositor's hits bear a star; ? = inconclusive; nt = no result given. Cut-off read from the data, not from the text of the source, unless noted: active = inhibition above about 40%.

RGS4-Gao reg	RGS8-Gao reg	Mcl-1 Bim block	Bcl-W Bim block	Bim-Bcl-XL	compound	Bcl-B Bim block	Bcl-2 Bim block	RGS7-Gao	Bim-Bfl-1	Mcl1-Bid inh	GSH fluor
103	103	-9	-7	-11	O=C(NC1(C(F)(F)F)N=C(c2ccccc2)NC1=O)c1ccccc1F (stereo not drawn)	-8	-1	105	-4	-3	15
135	113	-3	-2	-2	O=[N+]([O-])c1ccc(CN2CCN(c3ccc4ccccc4n3)CC2)cc1	-3	-7	122	-6	36	14
99	101	-3	-3	-2	CC(C)Oc1ccc(C(=O)NCc2cccs2)cc1	-2	-1	100	-3	-8	13
96	97	-5	1	0	CCN(C(=O)COC(=O)c1ccc2[nH]c3c(c2c1)CCCC3)C1CCS(=O)(=O)C1 (stereo not drawn)	-9	0	100	2	-19	25
100	98	1	2	-1	CCC1CCCCN1C(=O)CSc1nnc(-c2ccc(OC)cc2)o1 (stereo not drawn)	-5	-7	100	-7	-15	19
98	102	-1	-1	-3	Cc1ncc(N=Nc2ccccc2)c(-c2ccccc2)n1	1	-3	99	-2	4	17
98	102	0	2	2	CCOC(=O)N1CCN(C(=O)COc2ccccc2OC)CC1	2	1	101	1	-11	12
101	101	-6	-4	-8	C=CCn1c(C)cc(C2=NNC(=NC(C)(C)C)SC2)c1C	-6	-2	99	-2	21	20
97	97	-1	-2	0	CC1CCCC(n2cnc3cc(C(=O)O)ccc32)C1C (stereo not drawn)	-5	2	88	-2	-28	22
105	102	-4	-2	-4	CC(=O)Oc1ccc2ccccc2c1C(NC(=O)C(C)C)c1cccc([N+](=O)[O-])c1 (stereo not drawn)	-10	-11	106	-7	6	33
96	103	-1	-5	-2	COC(=O)CN1C(=S)N(c2ccc(OC)cc2)C(=O)C1CC(=O)Nc1ccc(F)cc1 (stereo not drawn)	-4	-7	96	-7	-15	16
94	97	-1	-3	-2	Cc1ccc2c(c1)N(CC(=O)NCc1ccco1)C(=O)CO2	-2	4	92	-4	-13	15
105	101	0	2	-1	CCOC(=O)c1c(NC(=O)CNCCO)sc(C)c1C	-7	-5	106	-10	-46	28
105	104	-5	-2	-3	CC(C)CNC(=O)COC(=O)c1ccc(F)cc1Cl	-4	-4	104	-7	-2	15
105	104	0	0	2	Cc1cc(C)c(NC2=NCC(=O)N2C2CCCCC2)c(C)c1	-3	-5	105	-1	15	23
100	98	-3	-4	-4	CCCC(=O)Nc1ccc(S(=O)(=O)N2CCOCC2)cc1	-7	5	103	0	-6	14
106	101	2	0	-5	CCSCCOC(=O)C1=C(C)NC(=O)NC1c1ccccc1 (stereo not drawn)	-6	-6	105	-11	-21	15
103	103	6	3	5	COc1cc(C(c2c(C)[nH][nH]c2=O)c2c(C)[nH][nH]c2=O)cc(OC)c1OC	3	0	101	0	-78	26
102	104	0	1	-1	O=C1CC(c2cccnc2)c2cc3c(cc2N1)OCO3 (stereo not drawn)	-1	-7	99	-8	-14	18
102	107	-4	-2	-17	Cc1ccccc1C(=O)NC(=S)Nc1ccc(Oc2ccc(Cl)cc2)cc1	-13	-13	100	-13	-15	33
99	102	1	0	2	CNc1nc(Sc2ccc(C)cc2)cc(C(F)(F)F)n1	-1	2	97	0	1	30
101	104	-2	-2	-7	CCOC(=O)NN1C(=O)c2ccccc2NC1c1ccc(N(C)C)cc1 (stereo not drawn)	-12	-15	98	-9	-52	19
98	97	-3	-2	-2	CN(C)CCCOc1cccc(Oc2ccccc2)c1	-5	-1	99	0	52*	22
110	116	2	0	0	OC(C#CCN1CCCC1)(c1ccccc1)c1cccc(F)c1 (stereo not drawn)	3	1	106	0	-9	16
98	101	-5	-6	-8	COC(=O)c1ccc(C)c(NC(=O)CCc2cc(OC)c(OC)c(OC)c2)c1	-11	-9	101	-18	-38	20
101	101	0	1	0	O=S(=O)(Nc1ccc2nc(-c3ccco3)[nH]c2c1)c1ccccc1	-1	-4	100	2	-35	24
94	95	-2	-5	-6	CCOC(=O)C1CCN(C(=O)c2cccc(NC(=O)C(CC)CC)c2)CC1	-6	-7	96	-6	-33	77
91	93	0	2	2	COC(=O)c1ccc(COC(=O)c2ccc(-n3cnnn3)cc2)o1	-4	-5	87	-9	-11	59
100	100	-3	-3	-5	COc1ccccc1NC(=O)COC(=O)C1CC1	-4	0	102	-7	-11	17
100	98	0	-1	-1	CCC(C)(C)NC(=O)C(c1ccc(F)cc1)N(Cc1ccco1)C(=O)c1cnccn1 (stereo not drawn)	0	-1	98	-1	-29	21
102	104	-1	0	-1	CC1N(C)c2cc(NC(=O)c3ccco3)c(P(=O)(Nc3ccc([N+](=O)[O-])cc3)N3CCOCC3)cc2C1(C)C (stereo not drawn)	-3	-5	103	-4	-35	25
102	102	0	-3	-5	CNc1nc(SCC(=O)OC)nc(N2CCOCC2)n1	-1	0	104	-1	-2	10
68	79	-3	-7	-16	O=C(NC1CCCCCC1)C1CCN(S(=O)(=O)c2ccccc2)CC1	-6	-4	87	-3	-13	38
103	105	-1	1	2	CC12CN3CC(C)(CN(C1)C3c1ccc3ccccc3c1O)C2=O (stereo not drawn)	1	1	99	6	-51	69
106	100	-4	-5	-5	O=C(/C=C/c1ccncc1)c1ccc2c(c1)OCCO2	-5	-9	95	-13	-1	54
92	96	1	-3	-5	O=C(/C=C/c1ccc(F)cc1)Nc1cc(S(=O)(=O)N2CCOCC2)ccc1N1CCCC1	-8	-7	95	-6	-4	13
97	101	nt	nt	nt	Cc1c(Cl)c(C(=O)NC2CCCC2)nn1C	nt	?	98	nt	-5	39
92	93	-2	1	-15	O=c1oc(-c2cccs2)nc2sc3c(c12)CCC3	-8	-12	90	-12	3	34
106	106	5	0	-7	CCCc1nc(SC2CCCC2)c2c(=O)n(C)c(=O)n(C)c2n1	5	0	106	-7	-16	17
99	94	0	0	-4	Cc1ccc(S(=O)(=O)NNC(=O)CCC(=O)Nc2ccccc2)cc1	0	2	100	0	-17	16
98	98	0	-2	-6	CC1CCCN(C(=O)c2ccccc2OC2CCN(S(C)(=O)=O)CC2)C1 (stereo not drawn)	-8	-6	97	-2	-30	10
97	98	-2	0	-6	CCOc1ccc(NC(=O)NCc2cccnc2)cc1	-7	-6	92	-6	-16	10
103	102	-2	0	0	O=C(COc1ccccc1F)Nc1ccc(S(=O)(=O)NCc2ccco2)cc1	0	0	104	0	-23	14
95	98	-2	-1	-7	CC1=C(OC(=O)c2ccccc2)C(C)(C)C(c2ccccc2)OC1=O (stereo not drawn)	-7	-9	101	-10	-9	37
100	104	0	0	-4	CNC(=O)c1ncnnc1N(C)C(=O)NCc1ccccc1	-8	-8	94	-9	4	11
102	100	0	0	-2	CCN(CCCNC(=O)c1[nH]c(C)c(C(C)=O)c1C)c1ccccc1	-6	-7	100	-7	-63	25
100	102	-3	0	-4	Cc1[nH]nc(N2CCCCC2)c1[N+](=O)[O-]	-11	-12	101	-15	-9	27
102	100	-1	0	-4	CCNC(=O)CCn1nc(-c2ccc(Cl)cc2)c2ccccc2c1=O	-7	-13	101	-9	-11	14
99	98	-2	-3	-4	CCC(c1nnc(SCC(=O)Nc2ccc(Cl)cc2C(F)(F)F)n1C1CCCCC1)N(C)C (stereo not drawn)	-3	-7	97	-8	12	12
99	100	-8	-7	-11	CC1=CC(C)(C)N(S(=O)(=O)c2ccc(C)cc2)c2ccccc21	-6	-5	103	-10	-24	28
97	99	-1	-3	-2	Nn1c(SCc2nc3ccccc3[nH]2)nnc1-c1ccccc1	-2	-1	99	-1	-15	14
99	101	-4	-4	-7	CC(OC(=O)c1cccc(N2C(=O)c3ccccc3C2=O)c1)C(=O)Nc1ccc(N(C)C)cc1 (stereo not drawn)	-6	0	100	0	40	6
111	106	0	0	0	CC1Cc2ccccc2N1CC(=O)NC(=O)NC1CCCC1 (stereo not drawn)	-2	-3	?	-4	-79	10
98	95	-2	5	-6	O=C1NC(=S)/C(=C\c2ccc(-c3ccccc3Cl)o2)S1	-19	-1	98	12	-28	11
99	100	-5	-4	-8	COc1ccc(NC(=O)C(NC(=O)Cc2cccs2)c2ccccc2)cc1 (stereo not drawn)	-1	0	99	-1	-3	11
104	94	-2	4	0	O=C(NCCCc1ccccc1)c1ccccc1O	-3	1	107	0	-57	14
96	99	-5	-1	-11	CCc1c(C)sc(NC(=O)c2cc(-c3ccco3)on2)c1C#N	-13	-11	98	-16	2	25
94	97	2	0	1	Cc1cc(C(=O)COC(=O)c2ccc([N+](=O)[O-])o2)c(C)n1CC1CCCO1 (stereo not drawn)	5	1	96	5	-29	12
102	99	-2	-3	-3	Cc1cccc(-n2c(N)c(C(=O)NCCN3CCOCC3)c3nc4ccccc4nc32)c1	-3	-2	103	-1	8	13
103	103	3	1	2	CCCCCCc1c(C)nc(-n2[nH]c(C)c(CCO)c2=O)[nH]c1=O	-2	-2	106	-2	-62	12

Mcl1-Bid inh, what is marked active above
RGS4-Gao reg	RGS8-Gao reg	Mcl-1 Bim block	Bcl-W Bim block	Bim-Bcl-XL	compound	Bcl-B Bim block	Bcl-2 Bim block	RGS7-Gao	Bim-Bfl-1	Mcl1-Bid inh	GSH fluor
98	97	-3	-2	-2	CN(C)CCCOc1cccc(Oc2ccccc2)c1	-5	-1	99	0	52*	22

Going on with the list:
RGS4-Gao reg	RGS8-Gao reg	Mcl-1 Bim block	Bcl-W Bim block	Bim-Bcl-XL	compound	Bcl-B Bim block	Bcl-2 Bim block	RGS7-Gao	Bim-Bfl-1	Mcl1-Bid inh	GSH fluor
101	102	-1	0	0	O=C(Nc1ccccc1)Nc1cccc(Cl)c1Cl	0	0	100	0	-23	8
101	98	-2	-1	0	COC(=O)COc1ccc(S(=O)(=O)Nc2cc(OC)ccc2OC)cc1	-2	-1	99	0	-13	17
93	96	0	1	0	CCOc1ncccc1C(=O)OCC(=O)c1ccc(C)c(C)c1	-1	1	90	-3	3	16
112	108	2	0	0	CCCCCCCC(=O)OC(CN1CCCCC1)CN1CCCC1=O (stereo not drawn)	-1	2	108	0	-17	10
99	105	2	-1	0	O=C(CC1C(=O)NCCN1Cc1ccc(F)c(F)c1)NCCCn1ccnc1 (stereo not drawn)	-4	-2	100	-4	-47	10
95	98	-3	-1	-2	COc1ccc(CCNC(=O)Nc2ccccc2[N+](=O)[O-])cc1	-7	0	98	-4	-1	12
98	101	-4	-4	-11	Cc1nc(C)c(CCNC(=O)c2cccc(Cl)c2)s1	-8	-4	102	-4	-21	21
106	98	1	-1	-1	CC(C)(C)CC(C)(C)NCC(O)COc1c(F)cc(Br)cc1F (stereo not drawn)	2	1	103	0	-22	11
104	105	-3	0	-11	Cc1ccc(C(=O)/C=C/c2ccc3c(c2)OCO3)o1	-7	-10	96	-13	-1	29
103	108	-3	-5	-8	CCOc1cccc(-c2nnc3sc(-c4cc(OC)c(OC)c(OC)c4)nn23)c1	-1	0	99	7	34	13

Ordered by length of the SMILES (ascending): some entries from above
RGS4-Gao reg	RGS8-Gao reg	Mcl-1 Bim block	Bcl-W Bim block	Bim-Bcl-XL	compound	Bcl-B Bim block	Bcl-2 Bim block	RGS7-Gao	Bim-Bfl-1	Mcl1-Bid inh	GSH fluor
104	105	-3	0	-11	Cc1ccc(C(=O)/C=C/c2ccc3c(c2)OCO3)o1	-7	-10	96	-13	-1	29
95	98	-3	-1	-2	COc1ccc(CCNC(=O)Nc2ccccc2[N+](=O)[O-])cc1	-7	0	98	-4	-1	12
99	105	2	-1	0	O=C(CC1C(=O)NCCN1Cc1ccc(F)c(F)c1)NCCCn1ccnc1 (stereo not drawn)	-4	-2	100	-4	-47	10

Screening results deposited in PubChem BioAssay by several laboratories.
